High-throughput results from PubChem.
RAD54 branch – inhibitors of human RAD54 branch migration; RAD54 Holliday junction branch migration, FAM/BHQ fluorescence; inhibition, % at 10.4 µM; 360,000 compounds, 0.14% hits; AID 602329;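 active means mean normalized replicate activity at least 40 and at least half of replicates scoring 40 or more; inconclusive means only one of the two criteria met; inactive means mean below 40 and under half of replicates reaching 40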;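 further: 0% = median of neutral control wells and 100% = median of positive control wells; inhibitors cause a drop in the FAM fluorescence signal; in these data hits start at about 50%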
Target sequence (Q92698 whole entry, looked up): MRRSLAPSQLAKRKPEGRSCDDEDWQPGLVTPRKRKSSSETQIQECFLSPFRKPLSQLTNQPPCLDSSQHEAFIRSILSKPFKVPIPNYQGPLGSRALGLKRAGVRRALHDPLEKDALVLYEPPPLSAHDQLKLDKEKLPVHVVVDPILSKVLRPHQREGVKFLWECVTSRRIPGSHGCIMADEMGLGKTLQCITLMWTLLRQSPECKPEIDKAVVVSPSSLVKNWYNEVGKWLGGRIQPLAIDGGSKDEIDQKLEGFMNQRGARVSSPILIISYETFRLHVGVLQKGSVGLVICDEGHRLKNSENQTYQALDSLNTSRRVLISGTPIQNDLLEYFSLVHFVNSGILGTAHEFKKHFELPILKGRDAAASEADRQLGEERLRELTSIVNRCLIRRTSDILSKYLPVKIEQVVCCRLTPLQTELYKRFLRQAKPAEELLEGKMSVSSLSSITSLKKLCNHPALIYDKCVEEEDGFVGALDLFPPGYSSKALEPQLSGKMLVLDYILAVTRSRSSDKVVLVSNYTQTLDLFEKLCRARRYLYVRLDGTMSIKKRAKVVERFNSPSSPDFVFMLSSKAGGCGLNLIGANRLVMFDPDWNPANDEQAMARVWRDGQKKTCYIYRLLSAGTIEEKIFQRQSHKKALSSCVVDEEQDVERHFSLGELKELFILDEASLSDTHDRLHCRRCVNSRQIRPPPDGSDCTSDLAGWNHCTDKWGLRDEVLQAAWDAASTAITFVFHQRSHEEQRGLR
ERp5 inh – ERp5 (human) disulfide isomerase inhibition. Q15084. ERp5 insulin aggregation, absorbance 650 nm, 90 min. inhibition, % at 9.99 µM. 350,000 compounds, 0.05% hits. AID 651711;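 active means mean replicate inhibition above about 25%, with every replicate also reaching it, limit read from the data, passing the limit was not always enough; inconclusive means only one of those two criteria met; inactive means neither criterion met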
E-sel inducer – E-selectin induction on HUVECs. P16581. HUVEC E-selectin immunofluorescence imaging; normalized: neutral wells 0, TNF-alpha wells 100. activation, % at 7.58 µM. 260,000 compounds, 0.37% hits;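 active means mean E-selectin-positive cell signal at least 10% of the positive control, reached in at least 60% of replicates, without over 20% cell loss; inconclusive means no rule given, readout overlaps actives, possibly toxicity-flagged; inactive means the rest, including those meeting only one limit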;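 further: in these data hits start at about 27%; measured in HUVEC primary endothelial cells; signal is the percent of cells scored E-selectin positive by PE staining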
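Test system: HUVEC; input: 3,000 HUVEC/well; measured by: immunofluorescence imaging; read-out: % PE-positive cells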
esBAF inh – inhibitors of esBAF chromatin remodeling in mouse ES cells; Bmi1-luciferase knock-in reporter, 24 h; 100% = twice the neutral-well signal; reporter increase, % at 12.5 µM; 350,000 compounds, 2% hits; AID 602393; in the data active means activation above about 40%; inconclusive means no clear call, values can overlap the other calls;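 further: 0% = median of the plate's neutral control wells and 100% = double that signal; a rise in the Bmi1 reporter signal indicates esBAF inhibition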
RAD52 anneal inh – inhibitors of human RAD52 DNA annealing. P43351. recombinant RAD52 DNA annealing, FRET fluorescence. inhibition, % at 18.7 µM. 360,000 compounds, 0.46% hits;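 active means every replicate showing at least 50% inhibition; inconclusive means mean inhibition at least 50% but not in every replicate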
ERAP1 inh – ERAP1 (human) enzyme inhibition; Q9NZ08; recombinant ERAP1, Leu-AMC fluorescence, 60 min; inhibition, % at 10.7 µM; 340,000 compounds, 0.15% hits;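 active means mean replicate inhibition of at least 30%, or all replicates individually reaching that 30% level; inactive means mean below 30% and not every replicate reaching it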;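 further: 0% = neutral control wells and 100% = L-leucinethiol positive control wells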
XiGFP reactiv – activators of X-chromosome reactivation in mouse fibroblasts | activation, % at 7.58 µM | 360,000 compounds, 0.055% hits | XiGFP mouse fibroblasts, % GFP-positive cells imaging, 3 d; cells co-treated with 5-aza-dC sensitizer; scaled so ellipticine positive control = 100% | AID 743238;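 active means mean normalized replicate activation at least 10% and every replicate at or above 10%; inconclusive means only one of the two criteria met; inactive means mean below 10% and not all replicates reach 10%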;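 further: 0% = median of on-plate neutral control wells and 100% = ellipticine 6 µM median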
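assay system = SV40-immortalized XiGFP fibroblast cells, line 68-5-11 | buffer or medium = DMEM plus 5-aza-dC sensitizer | doses = single-point pinned compound dosing | times = 3-day compound exposure, then 15 min fixation at room temperature | benchmarks = positive control ellipticine, 6 µM final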
S100A4 inh HTS – S100A4-myosin IIA interaction inhibition | S100A4/TAMRA-MyoIIA peptide fluorescence polarization | 360,000 compounds, 0.14% hits | P26447 | inhibition, % at 10.7 µM;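 active means mean inhibition of at least 70% across replicates, with every replicate also reaching that level; inconclusive means mean inhibition reaches 70% but some replicates fall short; inactive means mean inhibition below 70%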
Target sequence (P26447 whole entry, looked up): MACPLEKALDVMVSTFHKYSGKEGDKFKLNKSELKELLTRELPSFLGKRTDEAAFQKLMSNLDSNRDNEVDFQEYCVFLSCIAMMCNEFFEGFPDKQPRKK
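Test system – S100A4 monomer (human) · Compound – single-point compound testing · Schedule – 5 min incubation before reading · Probe or stimulus – TAMRA-labelled myosin IIA heavy-chain peptide probe, 5 nM · Benchmarks – neutral control DMSO, positive control TFP · Medium – Calcium-containing HEPES buffer, pH 7.2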
An asterisk follows results filed as active; ? = inconclusive; . = no result given.

#	Compound	RAD54 branch	S100A4 inh HTS	ERAP1 inh	XiGFP reactiv	ERp5 inh	RAD52 anneal inh	E-sel inducer	esBAF inh
1	CC(C)(C)c1nnc(NC(=O)CCC2CCCCC2)s1	-4	-1	0	0.0	-1	42	0.8	23
2	C=CCN1C(=NC(=O)COc2ccc(Cl)cc2)SC2CS(=O)(=O)CC21 (configuration not stated)	-9	-2	0	0.0	2	2	.	-4
3	CCOc1cc(/C=C2\SC(=S)N(N3CCOCC3)C2=O)ccc1O	.	-1	-1	0.1	6	-10	3.7	-8
4	CO[C@@H]1CN(C)C(=O)c2ccc(NC(=O)Cc3ccccc3)cc2OC[C@@H](C)N(CC2CC2)C[C@H]1C	.	-23	0	0.6	-3	4	11	.
5	CCN1CCOC(CC(=O)Nc2ccc([N+](=O)[O-])cc2)C1=O (configuration not stated)	.	5	2	0.0	2	-19	0.0	.
6	Cc1ccc(C)c(NC(=S)NCc2ccccc2)c1	-3	3	5	0.0	2	-14	-0.1	-2
7	COc1ccc(-c2noc(N3CCC(C(=O)NCCCN4CCC(C)CC4)CC3)n2)cc1	-9	1	9	0.0	7	1	.	3
8	CCc1ccc(CNC(=O)CCC(=O)N2Cc3cccc(OC)c3Oc3ncccc32)cc1	1	17	0	0.5	-2	-11	.	2
9	Cc1ccc(S(=O)(=O)N2CCC(C(=O)OCC(=O)N(C)C3CCCCC3)CC2)cc1C	1	-3	2	0.1	-2	-3	0.0	.
10	Cc1ccc(NC(=O)CCN2C(=O)c3cccc4cccc(c34)C2=O)cc1	.	3	-3	0.2	-6	-21	.	.
11	CCOC(=O)c1c(S(=O)(=O)NCc2ccc(C)o2)c(C)n(C)c1C	-7	-2	-2	0.0	2	-14	.	0
12	CC(C)NC(=O)CN1CCC(c2nc3ccccc3[nH]2)CC1	5	0	-2	0.1	-1	-3	.	-3
13	COc1cc(CNCc2ccccn2)ccc1OCc1ccccc1Cl	1	-2	-5	-0.1	7	7	-0.1	-5
14	c1ccc2c(c1)CCN(C1CCCCC1)C2	-2	-3	-1	-0.1	-3	-13	-0.2	-4
15	CN(C)S(=O)(=O)c1ccc(S(=O)(=O)N2CCN(CCC#N)CC2)cc1	-1	3	1	0.2	9	-11	0.0	6
16	CN(CC(=O)Nc1ccccc1Cl)C(=O)c1cc(C2CC2)nn1-c1ccccc1	-16	-9	0	-0.1	-7	-10	.	-6
17	C[C@@H]1CN([C@H](C)CO)C(=O)c2cc(NC(=O)Nc3cccc4ccccc34)ccc2O[C@@H]1CN(C)C(=O)NC1CCCCC1	-22	-14	0	-0.2	-6	-14	0.1	-1
18	O=C(/C=C/[C@H]1O[C@@H](n2cnc3c(NC(=O)c4ccccc4)ncnc32)[C@H](O)[C@@H]1O)NCCc1c[nH]c2ccccc12	4	-33	3	0.2	-4	-48	-0.5	-7
19	Cc1ccc2c(c1)N(C(=O)CCC(=O)NCCCN1CC(C)CC(C)C1)CCO2 (configuration not stated)	-13	61	0	0.3	8	-4	.	5
20	CC(NC(=O)COC(=O)c1cc(=O)[nH]c2ccccc12)c1ccccc1 (configuration not stated)	.	-1	-3	0.0	3	-5	.	.

Entries above containing a Cl atom (3):
#	Compound	RAD54 branch	S100A4 inh HTS	ERAP1 inh	XiGFP reactiv	ERp5 inh	RAD52 anneal inh	E-sel inducer	esBAF inh
2	C=CCN1C(=NC(=O)COc2ccc(Cl)cc2)SC2CS(=O)(=O)CC21 (configuration not stated)	-9	-2	0	0.0	2	2	.	-4
13	COc1cc(CNCc2ccccn2)ccc1OCc1ccccc1Cl	1	-2	-5	-0.1	7	7	-0.1	-5
16	CN(CC(=O)Nc1ccccc1Cl)C(=O)c1cc(C2CC2)nn1-c1ccccc1	-16	-9	0	-0.1	-7	-10	.	-6

Single records, from the list above. Values in the order: RAD54 branch	S100A4 inh HTS	ERAP1 inh	XiGFP reactiv	ERp5 inh	RAD52 anneal inh	E-sel inducer	esBAF inh
C[C@@H]1CN([C@H](C)CO)C(=O)c2cc(NC(=O)Nc3cccc4ccccc34)ccc2O[C@@H]1CN(C)C(=O)NC1CCCCC1 reads -22	-14	0	-0.2	-6	-14	0.1	-1
CCOc1cc(/C=C2\SC(=S)N(N3CCOCC3)C2=O)ccc1O reads .	-1	-1	0.1	6	-10	3.7	-8
CN(C)S(=O)(=O)c1ccc(S(=O)(=O)N2CCN(CCC#N)CC2)cc1 reads -1	3	1	0.2	9	-11	0.0	6

Some entries already given with just S100A4 inh HTS, E-sel inducer and RAD52 anneal inh.
no. | canonical_smiles | S100A4 inh HTS | E-sel inducer | RAD52 anneal inh
18 | O=C(/C=C/[C@H]1O[C@@H](n2cnc3c(NC(=O)c4ccccc4)ncnc32)[C@H](O)[C@@H]1O)NCCc1c[nH]c2ccccc12 | -33 | -0.5 | -48
10 | Cc1ccc(NC(=O)CCN2C(=O)c3cccc4cccc(c34)C2=O)cc1 | 3 | . | -21

Among those listed so far, 3 have two or more sulfur atoms:
#	Compound	RAD54 branch	S100A4 inh HTS	ERAP1 inh	XiGFP reactiv	ERp5 inh	RAD52 anneal inh	E-sel inducer	esBAF inh
2	C=CCN1C(=NC(=O)COc2ccc(Cl)cc2)SC2CS(=O)(=O)CC21 (configuration not stated)	-9	-2	0	0.0	2	2	.	-4
3	CCOc1cc(/C=C2\SC(=S)N(N3CCOCC3)C2=O)ccc1O	.	-1	-1	0.1	6	-10	3.7	-8
15	CN(C)S(=O)(=O)c1ccc(S(=O)(=O)N2CCN(CCC#N)CC2)cc1	-1	3	1	0.2	9	-11	0.0	6

Carrying on:
#	Compound	RAD54 branch	S100A4 inh HTS	ERAP1 inh	XiGFP reactiv	ERp5 inh	RAD52 anneal inh	E-sel inducer	esBAF inh
21	CCOC(=O)c1ccc(NC(=O)NC2=NCCS2)cc1	.	0	0	0.5	0	0	1.1	.
22	COc1ccc(-c2cn[nH]c2-c2ccc(OC)cc2)cc1	1	1	2	0.1	-1	-5	.	-17
23	COc1ccc(NC(=O)COC(=O)c2ccc(O)cc2)c([N+](=O)[O-])c1	.	-2	-5	0.4	5	-24	.	.
24	CC1=NN(C(C#N)c2ccccc2C)C(c2ccccc2)C1 (configuration not stated)	-3	-5	-2	0.0	-7	7	0.3	-3
25	CCCCNC(=O)c1ccccc1SCC(=O)NC1CCCCCCC1	-2	3	5	0.4	-10	-5	-1.4	7
26	CN1C(=O)c2cc(NC(=O)C3CCOCC3)ccc2OC[C@H]2O[C@H](CC(=O)NCC3CCCCC3)CC[C@@H]21	1	-1	0	0.0	3	-5	0.2	-3
27	O=C(CC1Sc2ccccc2NC1=O)NNc1cccc(Cl)c1Cl (configuration not stated)	.	2	-1	0.1	-11	5	.	.
28	CC(C(=O)Nc1sc2c(c1C(=O)NCC1CCCO1)CCC2)N1C(=O)c2ccccc2C1=O (configuration not stated)	.	4	9	0.1	-1	7	2.4	.
29	Cn1c(SCC(=O)Nc2ccc(F)cc2F)nnc1-c1cccnc1	2	-6	-1	0.3	1	-13	0.2	7
30	C[C@@H]1CN([C@@H](C)CO)C(=O)c2cc(NC(=O)Nc3ccc(C(F)(F)F)cc3)ccc2O[C@@H](C)CCCCO[C@@H]1CN(C)C(=O)NC1CCCCC1	3	-13	-3	0.2	-1	-6	0.5	-3
31	CCOC(=O)COc1ccc(/C=C2/C(=O)NN(c3ccc(F)cc3)C2=O)cc1OC	10	3	3	0.0	-4	-11	.	0
32	COc1ccc(OC)c(/C=N/NC(=S)NCCc2ccccc2)c1	0	3	3	0.0	2	-18	0.7	-1
33	COc1ccc(/C=C(\C#N)C(=O)OCC(=O)N2CC(C)OC(C)C2)cc1 (configuration not stated)	.	-3	1	0.1	-1	-12	.	.
34	Cc1ccc(NC(N)=S)cc1	.	-4	-3	0.4	6	-11	-0.1	.
35	O=C1C2C3C=CC(O3)C2C(=O)N1N=Cc1ccc2c(c1)OCO2 (configuration not stated)	-5	2	0	-0.1	6	-1	-0.2	.
36	O=C(NCc1ccncc1)[C@@H]1CCCN1C(=O)[C@@H]1CCCN1C(=O)c1ccccc1	.	1	.	-0.1	-1	-12	9.9	.
37	O=C(OCc1ccc([N+](=O)[O-])cc1Cl)c1cnccn1	4	1	-2	0.1	1	-16	0.8	2
38	CC(=O)Cc1nsc(NC(=O)c2ccccc2Cl)n1	2	2	5	0.2	6	0	.	9
39	CCC(=O)N(C)C[C@H]1Oc2ncc(-c3ccc(F)cc3)cc2C(=O)N([C@H](C)CO)C[C@H]1C	7	-4	3	0.4	-6	1	-0.1	2
40	O=C(Cc1ccncc1)NCC[C@H]1CC[C@H](NC(=O)C2CCOCC2)[C@@H](CO)O1	-10	10	0	0.4	2	-20	-0.2	-5

#	Compound	RAD54 branch	S100A4 inh HTS	ERAP1 inh	XiGFP reactiv	ERp5 inh	RAD52 anneal inh	E-sel inducer	esBAF inh
41	COc1ccc(CCNCC(O)c2ccccc2)cc1 (configuration not stated)	.	1	2	0.0	?	-20	2.2	.
42	Cc1ccc(CNC(=O)CNC(=O)[C@@H]2Cc3ccccc3CN2C(=O)OC(C)(C)C)cc1	2	-5	0	0.0	0	-3	.	2
43	Cc1ccc(/C(O)=C/c2nc3ccccc3oc2=O)cc1	-1	-2	-2	0.0	-2	-67	.	.
44	COc1cccc2[nH]c(C(=O)NCCCN3CCCC3=O)cc12	3	-3	1	0.1	-2	-1	.	-6
45	CCCN1CNc2c(c(=O)[nH]c(=S)n2CCc2ccccc2)C1	.	-1	-1	0.2	9	-10	8.1	.
46	Cc1nn(CC(=O)NCCCN2CCCC2=O)c(C)c1[N+](=O)[O-]	10	3	0	0.2	-2	-16	0.9	6
47	Cc1cc(C)c(NS(=O)(=O)c2ccc3c(c2)NC(=O)C(C)C(=O)N3)c(C)c1 (configuration not stated)	-6	-1	0	0.2	-5	-7	0.2	6
48	O=S(=O)(c1cccc(-c2nnco2)c1)N1CCCC1	3	-3	6	.	14	-10	.	.
49	COc1cccc(S(=O)(=O)N(C)C[C@@H]2Oc3ncc(C#CCC(C)C)cc3C(=O)N([C@@H](C)CO)C[C@@H]2C)c1	-6	-4	-1	-0.3	6	8	0.2	0
50	OCCC1CN(Cc2ccc3ncccc3c2)CCN1Cc1ccccc1 (configuration not stated)	.	-1	-1	0.0	3	-14	.	.
51	CC(C)N1CCN(Cc2cnc(-c3ccccc3)s2)CC1CCO (configuration not stated)	-11	57	-2	-0.2	-3	-18	.	3
52	CCN(CC)c1ccc(NC(=O)Cn2c(C(C)NC(=O)c3ccc(C)cc3)nc3ccccc32)cc1 (configuration not stated)	-7	-1	-6	0.1	-3	-5	.	4
53	Cc1cc(C)c(NC(=S)NC(=O)c2ccccc2)cc1C	6	4	0	0.5	2	8	-0.4	.
54	CCOC(=O)c1[nH]c(C)c(C(=O)/C=C/c2ccc(C(=O)O)cc2)c1C	2	-3	-4	0.2	4	-17	.	0
